Compound activity: PubChem BioAssay, Sanford-Burnham Center for Chemical Genomics
Mac1 fbg enh: enhancers of CD11b/CD18 adhesion to fibrinogen, primary screen, K562 cells, luminescence | Integrin beta-2 (Homo sapiens) + Integrin alpha-M (Homo sapiens), P05107+P11215 | ATPlite luminescence | activation, % at 10 µM | 93,000 tested, 0.07% active;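 active means 10 µM primary screen giving 50% or more activity, confirmed by 40% or more on retest at that dose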; further: strong numbers were not always called active; reference of the scale not given here
PTK2B oligo ant: antagonists of Pyk2 self-association, primary screen, Q293 cells, FERM NanoBiT luminescence, HTS. Protein-tyrosine kinase 2-beta (Homo sapiens), Q14289. stronger effect = lower value. z-score (the deposit names both 25 µM and 10 µM). 99,000 tested, 0.83% active;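 active means Z-score of -3 or lower, scaled per plate to the spread of control and sample wells; inactive means z-score above -3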;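 further: negative z-score means lost luminescence so less FERM oligomerization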
CD11b adhes inh: inhibitors of CD11b/CD18 adhesion to fibrinogen, primary screen, K562 cells, luminescence; Integrin beta-2 (Homo sapiens) + Integrin alpha-M (Homo sapiens), P05107+P11215; ATPlite luminescence; Mn2+ added to activate the integrin; inhibition, % at 10 µM; 93,000 tested, 0.54% active; AID 1497, 2009;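 active means primary inhibition of 50% or more at 10 µM, then 40% or more on retest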; further: some results filed as inactive read as strong as hits
PLAP act: PLAP enzyme activators, biochemical, luminescence, HTS. 96,000 tested, 1.2% active. activation fold at 20 µM. purified PLAP enzyme, luminescent substrate read-out; stronger effect = higher value. Alkaline phosphatase, placental type (Homo sapiens), P05187; in the data active means activation fold above about 2
Target sequence (P05187 whole entry, looked up): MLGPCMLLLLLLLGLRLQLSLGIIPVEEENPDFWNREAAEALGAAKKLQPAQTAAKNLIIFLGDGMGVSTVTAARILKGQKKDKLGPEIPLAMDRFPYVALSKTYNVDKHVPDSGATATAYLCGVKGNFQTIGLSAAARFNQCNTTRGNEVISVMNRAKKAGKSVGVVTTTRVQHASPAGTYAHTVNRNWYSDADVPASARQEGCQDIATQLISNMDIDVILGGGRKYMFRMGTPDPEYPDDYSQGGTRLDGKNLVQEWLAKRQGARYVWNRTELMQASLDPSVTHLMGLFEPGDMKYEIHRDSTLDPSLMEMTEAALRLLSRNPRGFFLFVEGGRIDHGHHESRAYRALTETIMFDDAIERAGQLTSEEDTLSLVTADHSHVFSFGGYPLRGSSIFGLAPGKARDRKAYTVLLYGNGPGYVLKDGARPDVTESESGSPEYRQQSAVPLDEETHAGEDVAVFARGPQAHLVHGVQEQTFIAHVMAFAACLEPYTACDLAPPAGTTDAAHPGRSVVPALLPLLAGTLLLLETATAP
CYP2C19 inhib: blockers of cytochrome P450 2C19 activity – biochemical, luminescence, ADME assay, primary screen | P33261 | CYP2C19 Supersomes, luciferin-H EGE luminescence, 30 min | inhibition, % at 5 µM | 96,000 tested, 21% active | AID 778, 2007;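 active means CYP2C19 inhibition above a set limit at 5 µM in the primary screen, cut at about 50% in these data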;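 further: plate controls were negative control wells for no effect and 2.5 mM tranylcypromine positive control for full effect; values of inactives mirror those of a sister screen read the other way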
Target sequence (P33261 whole entry, looked up): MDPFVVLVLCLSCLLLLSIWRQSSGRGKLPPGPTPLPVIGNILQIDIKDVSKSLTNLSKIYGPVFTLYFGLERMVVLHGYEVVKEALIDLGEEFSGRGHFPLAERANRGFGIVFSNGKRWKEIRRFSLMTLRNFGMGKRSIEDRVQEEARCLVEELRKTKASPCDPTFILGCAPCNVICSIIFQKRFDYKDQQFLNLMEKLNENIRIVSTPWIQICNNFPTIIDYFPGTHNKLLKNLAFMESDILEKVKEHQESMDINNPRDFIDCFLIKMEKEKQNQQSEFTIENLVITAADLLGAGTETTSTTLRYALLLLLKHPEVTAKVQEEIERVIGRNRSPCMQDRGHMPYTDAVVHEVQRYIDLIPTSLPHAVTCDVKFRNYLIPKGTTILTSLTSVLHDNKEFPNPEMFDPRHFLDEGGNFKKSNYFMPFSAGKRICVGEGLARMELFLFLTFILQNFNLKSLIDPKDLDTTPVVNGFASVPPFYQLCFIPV
CYP2C9 activ: human CYP2C9 activators, primary screen, biochemical, luminescence. 96,000 tested, 1.4% active. AID 1024, 2008. recombinant CYP2C9, luciferin-H conversion; stronger effect = higher value; factor 1 = untreated enzyme, 0 = blocked. activation factor at 5 µM;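 active means activation factor of 2 or more for CYP2C9 at a 5 µM dose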;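 further: 0 = sulfaphenazole-blocked wells and 1 = vehicle-only wells; values of inactives mirror those of a sister screen read the other way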
CYP2C9 inh: blockers of cytochrome P450 2C9 activity – biochemical, luminescence, ADME assay, primary screen; inhibition, % at 5 µM; CYP2C9 Supersomes, luciferin-H conversion; P11712; 96,000 tested, 20% active;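 active means blocking of liver enzyme CYP2C9 beyond about 50% at 5 µM, limit read from the data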; further: values of inactives mirror those of a sister screen read the other way
CYP2C19 act: human CYP2C19 activators, primary screen, biochemical, luminescence. 96,000 tested, under 10 active. recombinant CYP2C19, luciferin-H EGE luminescence; stronger effect = higher value; 0 = fully inhibited enzyme, 1 = untreated enzyme. Cytochrome P450 2C19 (Homo sapiens), P33261. AID 1025, 2008. activation factor at 5 µM;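 active means activation factor of at least 2 at 5 µM in the primary screen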;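 further: 0 = wells with 2.5 mM tranylcypromine and 1 = vehicle-only wells; values of inactives mirror those of a sister screen read the other way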
MT1-MMP txn act: MT1-MMP promoter reporter activation – cell-based, luciferase luminescence, primary screen. HT1080 MT1-MMP promoter luciferase reporter, overnight; stronger effect = higher value. activation factor at 10 µM. 86,000 tested, 0.16% active;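 active means activation factor of at least 2 for MT1-MMP transcription at 10 µM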
Numbers without * were called inactive; . = not tested or not shown. The order is random; about 31% have a hit in one of these screens.

#	smiles	Mac1 fbg enh	PTK2B oligo ant	CD11b adhes inh	PLAP act	CYP2C19 inhib
1	CN(C)CCOc1ccccc1-c1ccccc1	-6	0.61	-6	0.9	11
2	Clc1ccc(-c2ccc(/C=N/Nc3nncc(-c4ccccc4)n3)o2)cc1	5	0.41	-3	1.3	14
3	CCCOCCOC(=O)C1=C(C)NC(=O)NC1c1cc(Cl)c(O)c(OC)c1 (centres undefined)	0	-0.34	-24	1.1	6
4	N#CC1=C(N)Oc2cc3c(cc2C1c1ccc(Cl)cc1)OCO3 (centres undefined)	-2	-2	8	0.8	22
5	CC(C)CC(=O)Nc1ccc(N2CCOCC2)cc1	7	0	11	1.1	7
6	CC(N)C12CC3CC(CC(O)(C3)C1)C2 (centres undefined)	-4	0.91	3	0.8	6
7	N#Cc1c(SCC(=O)OCc2ccccc2)nsc1SCC(=O)OCc1ccccc1	-1	1.7	-22	0.4	1
8	CCc1ccccc1NC(=O)CSC1=C(C#N)C(c2ccc(O)c(OC)c2)C2=C(CCCC2=O)N1 (centres undefined)	1	-0.98	9	1	14
9	O=C(CSc1nc2c(sc3ccccc32)c(=O)n1CCO)NCC1CCCO1 (centres undefined)	2	-0.09	-21	1.1	13
10	Cc1cc(C)c2nc(N3CCCC(C(=O)NCCN4CCOCC4)C3)sc2c1 (centres undefined)	-1	0	-17	1.4	15
11	Cc1ccc(C(=O)Nc2nc(=O)n(C(=O)c3ccccc3C)s2)cc1	0	0.1	-17	1.6	31
12	Cc1nc(SCC(=O)N2CCOCC2)c2ccsc2n1	-4	-0.23	-15	1.1	30

#	CYP2C9 activ	CYP2C9 inh	CYP2C19 act	MT1-MMP txn act
1	0.8	19	0.9	1
2	0.7	35	0.9	.
3	1	3	0.9	1.2
4	0.8	18	0.8	1
5	1.1	-6	0.9	.
6	1	-4	0.9	0.8
7	0.8	22	1	1
8	0.4	56*	0.9	1.1
9	0.8	22	0.9	1
10	0.9	10	0.9	1.6
11	0.2	82*	0.7	1.3
12	1.1	-5	0.7	1.1

The listing continues.
#	smiles	Mac1 fbg enh	PTK2B oligo ant	CD11b adhes inh	PLAP act	CYP2C19 inhib
13	COc1ccc(C(=O)Sc2ccc(Cl)cc2)cc1OC	-2	-0.62	-3	0.9	43
14	O=C(CN1CCOCC1)Nc1ncc(Cc2cccc3ccccc23)s1	-1	-0.13	-31	1.8	27
15	Cn1c(C(=O)O)c(CC(=O)Nc2ccccc2F)c2ccccc21	-1	-0.46	2	1.2	59*
16	CCC(C)N(CCNC(=O)CC1Oc2ccc(C)cc2NC1=O)C1CCCCC1 (centres undefined)	-2	.	-13	1.2	8
17	Cc1nnc(SCc2cc(=O)n3[nH]cnc3n2)s1	-2	-0.25	-1	1	1
18	CCOC(=O)CSc1nc(N)nc(C)c1Br	-1	0.39	2	1	12
19	Cc1ccc(-c2ccc(S(=O)(=O)N3CCN(C)CC3)cc2)cc1	-2	-1.7	-4	1.4	16
20	Cc1cc(N2CC(C(=O)NCc3cccs3)CC2=O)ccc1C(C)C (centres undefined)	-3	-0.52	15	1.3	-46
21	CCn1c(SCC(=O)Nc2nnc(C)s2)nc2c(c1=O)SC(C)C2 (centres undefined)	-4	.	-12	1.1	-7
22	COCCNC(=O)c1c[nH]c2cc(OC)c(OC)cc2c1=O	1	0.23	13	0.9	5
23	O=C(c1ccc2c(c1)OCCCO2)c1cccs1	1	0.96	-2	0.8	74*
24	C=CCn1c(SCC(=O)N(CC)CC)nc(O)cc1=O	-1	0.27	-8	1.1	-2

#	CYP2C9 activ	CYP2C9 inh	CYP2C19 act	MT1-MMP txn act
13	1	1	0.6	.
14	1.1	-5	0.7	.
15	0.1	93*	0.4	1.4
16	1	3	0.9	1
17	0.9	6	1	1
18	1.2	-15	0.9	1.1
19	0.5	52*	0.8	1.1
20	0.6	43	1.5	1.3
21	0.4	62*	1.1	1
22	1.1	-9	1	0.7
23	0.4	60*	0.3	1.4
24	1	-2	1	1

Next section
#	smiles	Mac1 fbg enh	PTK2B oligo ant	CD11b adhes inh	PLAP act	CYP2C19 inhib
25	CCOC(=O)CCCCC(=O)c1[nH]c(=O)[nH]c1CSCCO	0	3.1	2	1.3	1
26	Cc1cc(C)n(-c2nc3c(c(=O)[nH]c(=O)n3C)n2CC(O)c2ccccc2)n1 (centres undefined)	5	-0.18	-35	1	11
27	Cc1ccc(C(=O)N/C(=C\c2cccs2)C(=O)NC2CCCCC2)cc1	-1	0.02	-6	1.1	7
28	CC(C)n1c(SCC(=O)N2CCCC2)nc2c1c(=O)n(C)c(=O)n2C	4	1.1	-20	0.9	0
29	CCOc1ccc(C2C(C(=O)O)c3ccccc3C(=O)N2CCN2CCOCC2)cc1 (centres undefined)	0	0.11	17	1.3	-13
30	COc1ccc(CCNC(=O)c2ccc(CNS(=O)(=O)c3cc(C)ccc3C)cc2)cc1OC	-3	-1.3	-13	1.9	76*
31	CCN(C(=O)c1cc2cc(OC)ccc2oc1=O)c1ccccc1	5	0.23	5	0.8	16
32	COc1cc(C(=O)NCCc2cn3ccc(C)cc3n2)cc(OC)c1OC	-3	.	-38	1.2	20
33	CCOc1ccccc1OCCCC(=O)N1CCN(S(=O)(=O)c2cccc(F)c2)CC1	0	-0.05	-16	1.7	75*
34	COC(=O)C1=CN(CC2CCCO2)C=C(C(=O)OC)C1c1ccsc1 (centres undefined)	-2	-0.93	-22	1.8	30
35	C=CCOc1ccc2c(c1)c(S(=O)(=O)c1ccc(C)cc1)cn2COC	-4	-1.1	-5	1.6	89*
36	COC(=O)C1CCN(C(=O)c2ccc(SC)cc2OC)CC1	-2	0.5	4	1.1	99*

#	CYP2C9 activ	CYP2C9 inh	CYP2C19 act	MT1-MMP txn act
25	0.9	8	1	1.1
26	0.9	5	0.9	1.1
27	1.2	-23	0.9	0.9
28	1	-2	1	1.2
29	1.2	-16	1.1	1.2
30	0	100*	0.2	.
31	0.6	36	0.8	1.1
32	1	0	0.8	.
33	0.6	36	0.3	1.2
34	0.5	52*	0.7	1.1
35	0.6	37	0.1	1.1
36	0.9	12	0	1.2

Next part:
#	smiles	Mac1 fbg enh	PTK2B oligo ant	CD11b adhes inh	PLAP act	CYP2C19 inhib
37	O=C(Nc1nccs1)c1ccc(Cl)cc1[N+](=O)[O-]	.	-0.99	.	1	13
38	Cc1nn(C(C)(C)C)c(OC(=O)c2cccs2)c1S(=O)(=O)c1ccccc1	-1	-2.8	86	1.2	33
39	O=C(O)CC(Cn1cnnn1)c1ccccc1 (centres undefined)	-3	.	18	1	-12
40	CC(C)Cn1c(SCc2nnc(-c3cccs3)o2)nc(O)cc1=O	0	0.78	-11	1.4	24
41	N#Cc1nc(COc2ccc(Br)cc2)oc1NCCCn1ccnc1	3	0.85	-13	2.2*	100*
42	OC1C=CSc2nc3ccccc3n21 (centres undefined)	-2	2.5	-2	0.9	-12
43	CCn1cc(C(=O)N2CCN(C(=O)c3ccco3)CC2)c2cc(OC)c(OC)cc2c1=O	.	-0.34	.	1.2	0
44	COc1ccc(CCN2C(=O)C(Oc3ccccc3C)C2c2ccc3c(c2)OCO3)cc1OC (centres undefined)	.	-2	.	1.1	66*
45	O=C(NCCc1ccccc1)c1cccnc1N1CCCCCC1	0	-1.5	4	1.2	72*
46	N#Cc1cccc(NC(=O)CN2NS(=O)(=O)c3ccccc3C2=O)c1	3	0.34	-39	0.9	10
47	O=C1CS/C(=C\[N+](=O)[O-])N1c1ccccc1	15	-0.79	0	0.8	6
48	Cc1cccc(N2CCN(CC(=O)Nc3ccccc3[N+](=O)[O-])CC2)c1C	.	0.67	.	0.9	44

#	CYP2C9 activ	CYP2C9 inh	CYP2C19 act	MT1-MMP txn act
37	0.8	22	0.9	.
38	0.1	87*	0.7	1.2
39	1.1	-8	1.1	1.1
40	0.3	75*	0.8	1.2
41	0	100*	0	1.2
42	1.4	-42	1.1	1.1
43	0.9	5	1	1
44	0.4	60*	0.3	.
45	0.4	61*	0.3	1.1
46	0.8	17	0.9	1.1
47	0.9	6	0.9	.
48	0.3	67*	0.6	.

(cont.)
#	smiles	Mac1 fbg enh	PTK2B oligo ant	CD11b adhes inh	PLAP act	CYP2C19 inhib
49	CCn1c(SCC(=O)Nc2ccc3c(c2)OCCO3)nnc1-c1ccco1	0	0.68	-13	0.8	15
50	CC(C)[C@@H](C(=O)OCC(=O)Nc1ccc2c(c1)OCO2)N1C(=O)c2ccccc2C1=O	-1	-1.4	8	0.8	58*
51	COc1ccc(OC)c(N(CC(=O)NCc2cccnc2)S(C)(=O)=O)c1	3	0.88	22	1.3	71*
52	CN(Cc1ccncc1)C1CC(=O)N(c2ccc(Cl)cc2)C1=O (centres undefined)	-4	1.3	3	1	99*
53	COCCCN1C(=O)C(O)=C(C(C)=O)C1c1ccccn1 (centres undefined)	-3	-0.37	-45	0.9	8
54	O=C(CSc1nnc(SCc2ccc(Cl)cc2)s1)N1CCOCC1	-3	0.52	3	0.9	-4
55	CC1CCc2nn(CC(=O)NCCN3CCOCC3)cc2C1 (centres undefined)	-1	.	-6	1	19
56	Clc1ccc(CSc2nnc(-c3ccncc3)o2)cc1	-2	-1.5	20	1	92*
57	CCc1cc(/C(Cc2ccc3ccccc3n2)=N\O)c(O)cc1O	-9	-0.53	60*	1.1	90*
58	CCCc1cc(=O)[nH]c(SCc2ccccc2)n1	-3	1.5	-10	1.1	47
59	O=C(Cn1cnc2c(nnn2-c2ccccc2)c1=O)NCC1CCCO1 (centres undefined)	-4	.	-49	1.1	-10
60	COc1ccc2[nH]c(=S)[nH]c2c1	3	-0.28	14	2.6*	5

#	CYP2C9 activ	CYP2C9 inh	CYP2C19 act	MT1-MMP txn act
49	0.8	21	0.8	0.9
50	0.6	45	0.4	.
51	0.9	12	0.3	1
52	0.1	94*	0	1.3
53	1.2	-22	0.9	1.1
54	1.1	-9	1	1
55	0.9	7	0.8	1.1
56	0.2	82*	0.1	1.2
57	0.3	73*	0.1	1.4
58	0.4	62*	0.5	1.2
59	1.2	-22	1.1	1
60	0.9	5	0.9	1

(further entries)
#	smiles	Mac1 fbg enh	PTK2B oligo ant	CD11b adhes inh	PLAP act	CYP2C19 inhib
61	CCCn1cnc2c(c1=O)c1nc3ccccc3nc1n2CCc1ccccc1	1	0.3	12	0.9	90*
62	COc1cc2c(cc1OC)CN(CC(=O)Nc1ccc(C)cc1)CC2	-3	-0.82	0	1.8	65*
63	O=C(CCN1C(=O)C2C3C=CC(C3)C2C1=O)NCc1cccnc1 (centres undefined)	5	0.12	-31	1.1	98*
64	Clc1ccc(-c2nnc3sc(-c4ccccn4)nn23)cc1	3	.	6	1.1	-7

#	CYP2C9 activ	CYP2C9 inh	CYP2C19 act	MT1-MMP txn act
61	0.6	39	0.1	1.2
62	0.4	60*	0.4	1.1
63	1.1	-8	0	1.2
64	1	2	1.1	0.9

Quoted from above, entries 62 to 64
#	smiles	Mac1 fbg enh	PTK2B oligo ant	CD11b adhes inh	PLAP act	CYP2C19 inhib
62	COc1cc2c(cc1OC)CN(CC(=O)Nc1ccc(C)cc1)CC2	-3	-0.82	0	1.8	65*
63	O=C(CCN1C(=O)C2C3C=CC(C3)C2C1=O)NCc1cccnc1 (centres undefined)	5	0.12	-31	1.1	98*
64	Clc1ccc(-c2nnc3sc(-c4ccccn4)nn23)cc1	3	.	6	1.1	-7

#	CYP2C9 activ	CYP2C9 inh	CYP2C19 act	MT1-MMP txn act
62	0.4	60*	0.4	1.1
63	1.1	-8	0	1.2
64	1	2	1.1	0.9
